Assay outcomes as filed in PubChem.
Tb PYK inh – inhibitors of Trypanosoma brucei pyruvate kinase. actives 0.12% (n = 410,000). AID 624173. TbPYK enzyme, Kinase-Glo Plus ATP luminescence, 45 min. Potency, µM (doses to about 76.8 µM), for inactives: at the highest dose activity, negative = inhibition, hits mostly inhibitors. Q57TT1; further: nearly all actives have a fitted effect of over 50% in size
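ADP (130 uM final) triggers the TbPYK reaction after compound addition; incubation is 45 min at room temperature. Kinase-Glo Plus is then added and luminescence imaged. Normalized data are fitted to concentration-effect curves.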
LmPK inhibitor – LmPK (Leishmania mexicana) enzyme inhibition. purified LmPK, Kinase-Glo ATP luminescence, 1 h. Potency, µM (top dose mostly 57.5 µM), for inactives: at the highest dose activity change, negative = inhibition, most hits filed as inhibitors. actives 0.37% (n = 290,000)
Target sequence (Q27686 whole entry, looked up): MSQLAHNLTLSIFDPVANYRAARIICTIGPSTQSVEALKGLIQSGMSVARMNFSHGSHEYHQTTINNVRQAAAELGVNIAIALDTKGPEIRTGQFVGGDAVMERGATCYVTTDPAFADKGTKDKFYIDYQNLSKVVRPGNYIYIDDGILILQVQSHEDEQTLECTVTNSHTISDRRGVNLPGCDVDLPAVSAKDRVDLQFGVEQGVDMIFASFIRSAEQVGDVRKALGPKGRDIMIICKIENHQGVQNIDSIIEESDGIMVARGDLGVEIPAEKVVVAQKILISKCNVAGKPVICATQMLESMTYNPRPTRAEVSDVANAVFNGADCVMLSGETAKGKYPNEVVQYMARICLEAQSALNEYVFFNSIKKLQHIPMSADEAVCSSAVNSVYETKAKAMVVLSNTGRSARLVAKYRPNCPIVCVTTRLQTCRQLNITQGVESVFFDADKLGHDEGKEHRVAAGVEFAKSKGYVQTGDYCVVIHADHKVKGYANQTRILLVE
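Purified LmPK (0.1 nM) converted ADP (0.1 mM) to ATP with PEP (0.5 mM) in imidazole buffer pH 7.2 with KCl and MgCl2, 1 h at room temperature. ATP was read by Kinase-Glo luminescence; data normalized to uninhibited and no-enzyme controls.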
HCV inhibitor – HCV inhibition; Huh7.5.1 HCVcc-Cre infection, luciferase reporter, 44 h; Potency, µM (titrated, usually from 41.8 µM), for inactives: at the highest dose activity change, negative = inhibition, hits mostly inhibitors; actives 3.4% (n = 340,000); AID 651820
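Antiviral activity was scored by luciferase reporter output from cells infected with HCVcc-Cre (~0.5 moi) in presence of compound, 44 h infection period, cells seeded 1,000/well 4 h prior.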
Sm TGR block – blocks Schistosoma mansoni thioredoxin glutathione reductase. actives 3% (n = 360,000). purified TGR, DTNB reduction, TNB absorbance 405 nm. Potency, µM (series often up to 114 µM), inactives show at the top dose activity change, negative = inhibition, usual class: inhibitors. Q962Y6; further: nearly all actives have a fitted effect of over 60% in size
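Kinetic colorimetric format: TGR-catalysed, NADPH-driven DTNB reduction monitored via TNB absorbance. Enzyme dispensed at 20 nM; compound exposure 15 min at room temperature before reaction start.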
Pf growth 48h – P. falciparum growth inhibition at 48 hours (one generation); P. falciparum luciferase growth in erythrocytes, 48 h; Potency, µM (doses to about 28.7 µM), without a hit: at the highest dose activity change, negative = inhibition, most hits filed as inhibitors; actives 5.9% (n = 310,000)
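Luminescence readout; reporter = integrated firefly luciferase in P. falciparum. RBC culture at 2% hematocrit, 0.1% parasitemia final, 37 C/5% CO2; decreased signal taken as growth inhibition.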
Pf growth 96h – P. falciparum growth inhibition at 96 hour, primary screen for plastid delayed-death inhibitors. AID 504834. Potency, µM (series often up to 28.7 µM), for inactives: at the highest dose activity change, negative = inhibition, hits mostly inhibitors. P. falciparum luciferase reporter growth, 96 h. actives 6.9% (n = 320,000)
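Two-generation exposure (96 h) targets delayed-death phenotype. Reporter parasites carrying integrated firefly luciferase, in red cells at 2% hematocrit and 0.05% parasitemia final, kept at 37 C, 5% CO2; luminescence loss indicates inhibition.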
Starred values were filed as active, the others as inactive; ? = inconclusive; . = no result given; & = joins results of further samples; ! = repeats disagree; [ ] = another dose, or the depositor's remark. The call rests on the fitted dose curve; in most records, active means well fitted curve in the direction sought with a large enough effect; inconclusive means small, poorly fitted or top-dose-only effect, or another doubt; inactive means no such curve, though single readings can be large; an effect the other way counts as inactive or inconclusive. On the % scale 0 is the no-effect control and ±100 the full control effect; potency means the concentration at half of the fitted maximal effect.

SMILES | Tb PYK inh | LmPK inhibitor | HCV inhibitor | Sm TGR block | Pf growth 48h | Pf growth 96h
O=C(OCC(=O)N1CCCc2ccccc21)c1ccc(Cl)nc1 | 3% | -2% | 17% | -5% | 18% | 26%
Cn1c(N)c(C(=O)COC(=O)C2CCCC2)c(=O)n(C)c1=O | 9% | 5% | -6% | 6% | 0% | 2%
COc1ccc(OC)c(C(=O)c2coc3ccc(OC(C)=O)cc23)c1 | -3% | 3% | -7% | -12% | 38%[activator] | 71%[activator]
Cc1ccc(/C=N/N2CCN(c3ccccn3)CC2)cc1 | -2% | -1% | 4% | -7% | 86%[activator] | 68%[activator]
C=CC[N+]1(CC=C)CCOCC1 | -13% | 3% | -7% | -12% | -29% | 8%
COC(=O)c1cc(OC)c(OC)cc1NC(=O)CCc1ccc(C)o1 | 0% | 4% | ? | -25% | 10µM* | 17%
CCn1nc(C)c(/C=N/NC(=O)Cn2nnc(N)n2)c1C | 1% | 0% | 4% | 25% | 29% | 51%[activator]
Cc1c(C(=O)OCC2CCCO2)[nH]c2c1C(=O)CC(c1ccc(N(C)C)cc1)C2 (configuration not stated) | -2% | 4% | ? | -12% | ? | 91%[activator]
CC(=O)Nc1ccc2c(c1)N(C(=O)CN(C)C)c1ccccc1CC2 | 2% | 3% | -6% | -21% | . | 8%
CCCCc1nc(SCCN2CCOCC2)c2c(=O)n(C)c(=O)n(C)c2n1 | 6% | -2% | -22% | 6% | 32%[activator] | 7%
CCOc1ccc(NS(=O)(=O)c2ccc(C(=O)NCC(c3ccc(OC)cc3)N3CCCC3)cc2)cc1 (configuration not stated) | 0% | . | ? | -6% | 13µM* | 13µM*
COc1cc(Cl)c(C)cc1NC(=O)[C@@H]1CCCN1C(=O)c1cccs1 | 0% | 7% | ? | 0% | 4% | 38%[activator]
Cc1cc(/C(N)=N/OC(=O)c2cccc(Cl)c2)no1 | 0% | -9% | 1% | 22% | 137%[activator] | 161%[activator]
O=C(CN1C(=O)S/C(=C\c2ccc(Cl)cc2)C1=O)NNC(=O)c1ccccc1O | 3% | -2% | 2% | 6% | 32%[activator] | ?
CCCNC(=O)COC(=O)c1ccc(Cl)c(S(=O)(=O)N2CCCC2)c1 | 0% | 3% | 13% | 0% | . | -30%
Cc1ccc(-c2c(C(=O)Nc3ccccc3C)c(C)[nH]c(=S)c2C#N)o1 | -15% | 1% | ? | ? | 2% | -28%
O=C(NCCCn1cccn1)C1CCC(=O)N(CCc2ccccc2)C1 (configuration not stated) | -2% | -7% | 9% | -1% | -2% | -13%
C/C(CC(=O)Nc1cccnc1)=N/NC(=O)COc1ccc(Cl)cc1Br | -6% | -3% | -2% | -33% | ? | ?
COc1cc2c(cc1OC)C(c1ccccc1)=NCC2 | -3% | -2% | -23% | -8% | 15% | ?
COc1ccccc1CC(=O)c1ccc(OCc2ccccc2)cc1 | -1% | . | ? | 4% | 11% | 7%
Cc1ccc(C)c(C(=O)N2CCC(n3nccc3NC(=O)C3CC3)CC2)c1 | -2% | -7% | 34%[activator] | 0% | 4% | 28%
COc1c(Cl)cc(Cl)cc1C(=O)Nc1ccc(C(=O)O)cc1 | ? | -2% | 19% | -17% | 11% | -19%
COc1ccc(C(CC(=O)N2CCCC(C)C2)c2c(OC)cc(OC)c3c(-c4ccccc4)cc(=O)oc23)cc1 (configuration not stated) | -3% | 4% | ? | ? | 9.3µM* | 12µM*
Oc1ccc(Nc2nc(NCC3CCCO3)c3ccccc3n2)cc1 (configuration not stated) | 1% | 6% | -22% | -1% | 1.7µM* | 17%
CCOC(=O)C(=O)/C(=C\N(C)C)c1onc(-c2ccccc2Cl)c1C(=O)OC | 7% | -1% | 0% | 1% | 6% | -5%
Cc1nc(N)sc1N=Nc1ccccc1C(F)(F)F | 5% | -7% | -28% | 18% | -17% | ?
COc1ccc(CCNC(=O)c2cc(C)oc2C)cc1OC | 9% | 1% | -5% | -18% | 21% | 2%
CCOc1nc(SCCOc2ccc(C)cc2)nc(N(C)C)n1 | 0% | -3% | -6% | -3% | 9.3µM* | ?
CCOc1ccc(OCC)c(NC(=O)CSc2nc3c(c(=O)n(C)c(=O)n3C)n2C(C)C)c1 | 5% | 0% | 10µM* | 0% | 4.1µM* | 3.3µM*
O=S(=O)(/N=C(/Nc1ccc(Cl)c(S(=O)(=O)Nc2ccccc2Cl)c1)c1ccc(F)cc1)c1ccccc1 | 0%&0% | 1% | -5%&-8% | 14% | -9% | ?
CN1CCN(c2nnc(-c3cccs3)c3ccccc23)CC1 | 4% | 6% | 10% | 1% | 0% | -5%
CC(=O)C1=C(c2ccccc2)NC(=S)NC1c1ccc(O)c(O)c1 (configuration not stated) | -3% | 1% | 11% | -20% | -4%[5.75 µM] | 13µM*
O=C(Nc1ccc2c(c1)N(S(=O)(=O)c1cccs1)CCC2)c1c(F)cccc1F | 2% | . | ? | -2% | ? | ?
Cc1cccc(C)c1NC(=O)NC1(C(=O)NCCN2CCOCC2)CCCCC1 | -8% | 3% | 9% | -3% | -14% | 2%
COc1cccc(N2CCN(C(=S)Nc3ccccc3OC)CC2)c1 | 0% | 8% | -6% | 0% | -14% | 9.3µM*
Cc1ccc(C)c(N(C(=O)c2nsc(Cl)c2Cl)C(C(=O)NC2CCCC2)c2ccc(O)cc2)c1 (configuration not stated) | 4% | 2% | ? | 5% | ? | ?
O=[N+]([O-])c1cc(C(F)(F)F)ccc1N1CCCC(O)C1 (configuration not stated) | 3% | 1% | -10% | 7% | 8% | 10%
O=S(=O)(c1ccc(OCC(O)CNCc2ccco2)c(Cl)c1)N1CCOCC1 (configuration not stated) | 2% | 2% | -1% | -6% | 8.3µM* | ?
CCc1nc(SCC(=O)Nc2ccc(N(C)C)cc2)c2ccccc2n1 | -5% | 3% | ? | 5% | -15% | -12%
CC(Sc1n[nH]c(=O)[nH]c1=O)C(=O)OCc1ccccc1 (configuration not stated) | -15% | 1% | 15% | -1% | 8% | 25%
CSCC(=O)Nc1ccc(F)c(Cl)c1 | -8% | 10% | 12% | ? | -1% | -10%
CCC(C)(C)NC(=O)C1CCN(S(=O)(=O)c2cccs2)CC1 | -3% | -2% | -2% | 1% | 42%[activator] | 70%[activator]
CCO[C@H]1OC(C(=O)N2CCCCCCC2)=C[C@@H](C2CCCCC2)[C@@H]1CCCO | -2% | -1% | 7% | 8% | ? | 9.3µM*
C=CCn1cc(C(=O)N2CCN(CC)CC2)c(=O)c2cc(S(=O)(=O)N(CC)CC)ccc21 | 0% | 4% | ? | 1% | 2% | 18%
Cc1ccnc(NC(=O)c2ccc(S(=O)(=O)N3CCCC3)cc2)c1 | -2% | . | -4% | 6% | 35%[activator] | 5%
O=C1C2(CCCC13COC(c1ccc(O)cc1)OC3)COC(c1ccc(O)cc1)OC2 (configuration not stated) | -7% | -6% | 15% | 7% | 14% | ?
O=C(Nc1cc(Cl)ccc1F)c1ccc(-n2cncn2)c([N+](=O)[O-])c1 | -7% | . | -16%[8.37 µM] | -1% | 7% | 19%
OCC[C@H]1C[C@H](O)[C@@H](O)[C@]2(CCc3ccccc3O2)O1 | -6% | . | -5% | -6% | -14% | 0%

An excerpt of these results, with values under each structure:
Each structure is followed by: Tb PYK inh, LmPK inhibitor, HCV inhibitor, Sm TGR block, Pf growth 48h, Pf growth 96h
> C=CC[N+]1(CC=C)CCOCC1
 : -13%, 3%, -7%, -12%, -29%, 8%
> COC(=O)c1cc(OC)c(OC)cc1NC(=O)CCc1ccc(C)o1
 : 0%, 4%, ?, -25%, 10µM*, 17%
> CCn1nc(C)c(/C=N/NC(=O)Cn2nnc(N)n2)c1C
 : 1%, 0%, 4%, 25%, 29%, 51%[activator]
> Cc1c(C(=O)OCC2CCCO2)[nH]c2c1C(=O)CC(c1ccc(N(C)C)cc1)C2 (configuration not stated)
 : -2%, 4%, ?, -12%, ?, 91%[activator]

Continuation:
SMILES | Tb PYK inh | LmPK inhibitor | HCV inhibitor | Sm TGR block | Pf growth 48h | Pf growth 96h
Cc1csc2ncc(C(=O)NCc3ccccc3Cl)c(=O)n12 | 2% | 7% | -22% | 2% | 2% | ?
CCOC(=O)N1CCC(NC(=O)CC2C(=O)NCCN2Cc2ccccc2F)CC1 (configuration not stated) | 2% | 1% | 3% | -17% | 18% | 19%
O=C(CSCSCC(=O)Nc1ccc2c(c1)OCO2)Nc1ccc2c(c1)OCO2 | 3% | 7% | -13% | 2% | ? | -19%
O=C(c1ccc(CS(=O)(=O)c2ccc(Br)cc2)o1)N1CCCCCC1 | -2% | 12% | ? | 35µM* | . | -10%
CC(C)OC(=O)/C(=C/c1ccco1)c1ccccc1 | -2% | 2% | 5% | 10µM* | -18% | -4%
Cc1ccc(SCC(=O)c2cc(C)c(O)c(C)c2)cc1 | -3% | 3% | -25% | -17% | ? | ?
C/C=C\C=C\C(=O)N1CC2(CC(c3cccc(NC(=O)CC(c4ccccc4)c4ccccc4)c3)=NO2)C[C@H]1C(N)=O (some centres not stated) | -16% | 3% | -18% | 7.1µM* | ? | ?
Cc1ccnc(NS(=O)(=O)c2ccc(NS(=O)(=O)Cc3ccccc3)cc2)n1 | 0% | -4% | 24% | 0% | -2% | 21%
O=C(NC(c1ccc(Cl)cc1)c1cc(Cl)c2cccnc2c1O)c1cccnc1 (configuration not stated) | -6% | 1% | ? | -11% | 1.2µM* | 46%[activator]
COc1ccccc1CNS(=O)(=O)c1cc(-c2cc(C)no2)ccc1C(C)C | 2% | 2% | ? | -14% | ? | -12%
CCOC(=O)N1CCN(C(=O)C(NC(=O)c2ccc(C(C)(C)C)cc2)C(C)C)CC1 (configuration not stated) | 1% | . | ? | -4% | 9.3µM* | ?
Cn1c(-c2csc(-c3ccccc3)n2)n[nH]c1=S | ? | -2% | 8% | 8% | 7% | -29%
Cn1c(=O)c2c(nc(OCc3cccnc3)n2Cc2c(F)cccc2Cl)n(C)c1=O | 3% | 5% | 20% | 0% | -8% | 6%
CCOc1ccc(-c2cc(C(=O)N3CCN(c4ccccn4)CC3)c3ccccc3n2)cc1 | -7% | 1% | 7.1µM*! | -2% | -44% | .
COc1ccc(CN2CC(C(=O)N3CC(C)CC(C)C3)CC2=O)cc1 (configuration not stated) | 24% | 1% | 18% | 8% | 28% | 3.7µM*
CN1CCN(c2ccccc2NC(=O)Cc2cn(C)c3ccccc23)CC1 | 0% | 0% | 0% | -2% | . | -6%
O=C1/C(=C\c2ccco2)CCC/C1=C\c1ccco1 | -16% | 4% | ? | 1.4µM* | 187%[activator] | ?
CSC(=CC(=O)c1ccc(F)cc1)SC | -1% | -11% | 0% | ? | 45%[activator] | 40%[activator]
Cc1cccc(OCCSc2nc3ccccc3n2CC(=O)O)c1 | -7% | 3% | 6% | -6% | 11% | ?
CC1CN(S(=O)(=O)c2ccc(Cl)c(S(=O)(=O)N3CC(C)OC(C)C3)c2)CC(C)O1 (configuration not stated) | 2% | 2% | -4% | -24% | 5% | .
CCN(CC)NC(=S)Nc1ccccc1 | -19% | -1% | 15% | -1% | 1% | ?

By substructure: the compounds so far with bromine.
SMILES | Tb PYK inh | LmPK inhibitor | HCV inhibitor | Sm TGR block | Pf growth 48h | Pf growth 96h
C/C(CC(=O)Nc1cccnc1)=N/NC(=O)COc1ccc(Cl)cc1Br | -6% | -3% | -2% | -33% | ? | ?
O=C(c1ccc(CS(=O)(=O)c2ccc(Br)cc2)o1)N1CCCCCC1 | -2% | 12% | ? | 35µM* | . | -10%
